High-throughput results (PubChem)
JMJD2A Tudor inh – blocks the human JMJD2A Tudor domain; AlphaScreen JMJD2A-Tudor / H3K4me3 peptide binding; 390,000 tested, 4.4% active; Potency, µM (series often up to 114 µM), for inactives: top-dose activity change, negative = inhibition, usual class: inhibitors; O75164; further: on the % scale 0 is the no-effect control and ±100 the full control effect; nearly all actives have a fitted effect of over 50% in size
HP1b chromo inh – inhibitors of HP1-beta chromodomain binding to methylated histone tails; Potency, µM (series often up to 114 µM), without a hit: top-dose activity change, negative = inhibition, hits mostly inhibitors; P83916; 390,000 tested, 0.56% active; AID 540317; AlphaScreen HP1-beta / biotin-H3K9me3 peptide binding; further: nearly all actives have a fitted effect of over 70% in size; inactives centre near 23
Target sequence (P83916 whole entry, looked up): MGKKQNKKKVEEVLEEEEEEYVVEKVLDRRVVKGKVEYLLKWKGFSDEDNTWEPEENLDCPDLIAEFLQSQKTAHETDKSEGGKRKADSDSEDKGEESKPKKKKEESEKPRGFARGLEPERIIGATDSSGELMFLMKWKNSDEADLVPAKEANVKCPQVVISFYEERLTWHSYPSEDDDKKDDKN
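Compound inhibition of the preformed complex between 50 nM HP1-beta and 50 nM biotinylated H3K9me3 peptide was read by AlphaScreen. Buffer was PBS pH 7.4 with 0.01% Tween-20. Incubations ran 30 min at room temperature, with 10 ug/mL donor/acceptor beads.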
BAZ2B block – inhibitors of human BAZ2B bromodomain; AID 504333; 360,000 tested, 4.4% active; Potency, µM (doses to about 114 µM), for the others: at the top dose activity change, negative = inhibition, hits mostly inhibitors; AlphaScreen BAZ2B-H3K14Ac peptide displacement; further: on the % scale 0 is the no-effect control and ±100 the full control effect; nearly all actives have a fitted effect of over 60% in size
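AlphaScreen luminescence quantifies BAZ2B engagement of H3K14Ac peptide; the protein and biotinylated peptide are both at 50 nM final, buffer PBS pH 7.4 with 0.01% Tween-20, all steps at room temperature.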
GLS inhibitor – inhibitors of human glutaminase (GLS); O94925; GLS enzymatic activity, qHTS titration; Potency, µM (doses to about 45.5 µM), for the others: at the highest dose activity change, negative = inhibition, usual class: inhibitors; 410,000 tested, 0.21% active; AID 624170; further: on the % scale 0 is the no-effect control and ±100 the full control effect
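hKGA in 45 mM KH2PO4 pH 8.2, 0.02% Tween-20 with pin-transferred compounds; 1 mM L-glutamine (stock) plus glutamate oxidase/HRP/Amplex Red coupling added. Fluorescence read initially and after 30 min at RT.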
Pol iota inh – DNA polymerase iota (human) inhibition; Q9UNA4; Pol iota fluorescent replication assay, 10 min; Potency, µM (doses to about 115 µM), for the others: at the top dose activity, negative = inhibition, actives largely listed as inhibitors; 390,000 tested, 1% active
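Pol iota at 10 nM preincubated 15 min with compounds at room temperature; reaction started with fluorescent substrate, 50 nM final. Fluorescence read kinetically at 0 and 10 min; buffer-only wells as negative control.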
PGK inhibitor – blocks T. brucei phosphoglycerate kinase; PGK/GAPDH coupled, Kinase-Glo luminescence, 60 min; Potency, µM (highest dose often 57.5 µM), inactives show at the top dose activity change, negative = inhibition, hits mostly inhibitors; 380,000 tested, 0.043% active; AID 602233; further: on the % scale 0 is the no-effect control and ±100 the full control effect; nearly all actives have a fitted effect of over 60% in size
Target sequence (P07378 whole entry, looked up): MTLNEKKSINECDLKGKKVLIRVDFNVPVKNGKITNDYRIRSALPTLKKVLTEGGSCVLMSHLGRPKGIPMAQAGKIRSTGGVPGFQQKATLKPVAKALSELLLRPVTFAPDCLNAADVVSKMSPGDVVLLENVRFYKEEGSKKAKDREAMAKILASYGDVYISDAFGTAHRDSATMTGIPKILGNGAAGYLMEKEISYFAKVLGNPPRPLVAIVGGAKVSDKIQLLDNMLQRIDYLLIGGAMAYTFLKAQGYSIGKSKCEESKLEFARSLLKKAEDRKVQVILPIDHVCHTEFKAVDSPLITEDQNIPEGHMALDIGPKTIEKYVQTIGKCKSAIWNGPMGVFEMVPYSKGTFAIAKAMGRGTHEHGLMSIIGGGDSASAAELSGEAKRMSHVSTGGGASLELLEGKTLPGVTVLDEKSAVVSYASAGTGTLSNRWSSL
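Luminescent ATP detection (Kinase-Glo Plus) follows a 60-minute room-temperature incubation, with wells lacking PGK as controls. Buffer: 100 mM TEA (pH 7.6), 5 mM MgCl2, 0.01% Tween-20. Coupling enzyme GAPDH (100 nM final) supplies unstable 1,3-BPG in-well.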
BLM helicase inh – inhibitors of human Bloom syndrome helicase BLM; Potency, µM (titrated, usually from 56.1 µM), for inactives: at the highest dose activity change, negative = inhibition, usual class: inhibitors; 350,000 tested, 0.2% active; recombinant BLM DNA unwinding, fluorescence dequenching;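 further: plate controls were vehicle for no effect and no enzyme for full effect; nearly all actives have a fitted effect of over 35% in size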
G9a inh – blocks human histone lysine methyltransferase G9a; Potency, µM (doses to about 102 µM), inactives show at the top dose activity, negative = inhibition, most hits filed as inhibitors; AID 504332; G9a H3K9 monomethylation, AlphaScreen, 2 h; Q96KQ7; 350,000 tested, 8.8% active; further: on the % scale 0 is the no-effect control and ±100 the full control effect; nearly all actives have a fitted effect of over 75% in size
Target sequence (Q96KQ7 913-1193 limits assumed): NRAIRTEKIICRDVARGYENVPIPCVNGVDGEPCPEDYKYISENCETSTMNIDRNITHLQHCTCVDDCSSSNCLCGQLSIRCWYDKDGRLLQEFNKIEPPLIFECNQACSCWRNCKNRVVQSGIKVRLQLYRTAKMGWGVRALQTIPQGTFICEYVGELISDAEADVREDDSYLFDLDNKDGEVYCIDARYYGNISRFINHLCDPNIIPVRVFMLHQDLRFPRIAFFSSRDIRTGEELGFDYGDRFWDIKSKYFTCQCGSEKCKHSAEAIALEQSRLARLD
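Compounds were preincubated with 20 nM G9a for 15 min, after which biotinylated H3K9 peptide (500 nM) and SAM (20 uM) started a 2 h room-temperature reaction. Monomethylated product was quantified by antibody-based AlphaScreen chemiluminescence.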
Pin1 inhibitor – blocks the human prolyl isomerase Pin1; Potency, µM (top dose mostly 115 µM), for the others: top-dose activity, negative = inhibition, usual class: inhibitors; 390,000 tested, 0.009% active; Pin1 FP peptide displacement, HiFluor488, 10 min; Q13526; AID 504891; active means well fitted inhibition curve with a large enough effect in the polarisation, with a control signal flat, not every such curve was filed as active; inconclusive means small, poorly fitted or top-dose-only effect, or effect the other way, or a change in a side signal; inactive means no such curve, though single readings can be large or run the other way; the % refers to the polarisation; further: on the % scale 0 is the no-effect control and ±100 the full control effect
Target sequence (Q13526 whole entry, looked up): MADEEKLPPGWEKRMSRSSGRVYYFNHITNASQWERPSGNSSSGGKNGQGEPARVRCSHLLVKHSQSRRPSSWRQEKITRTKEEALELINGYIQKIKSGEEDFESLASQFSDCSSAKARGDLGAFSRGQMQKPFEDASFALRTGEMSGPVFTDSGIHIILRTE
Starred values were filed as active, the others as inactive; i = inactive; ? = inconclusive; nt = no result given; & = joins results of further samples; [ ] = dose if it differs, or a comment. Unless noted, the call rests on the fitted dose curve; in most records, active means well fitted curve in the direction sought with a large enough effect; inconclusive means small, poorly fitted or top-dose-only effect, or another doubt; inactive means no such curve, though single readings can be large; an effect the other way counts as inactive or inconclusive. Potency means the concentration at half of the fitted maximal effect. Not all compounds are listed (hit frequency here may not be typical).

SMILES	JMJD2A Tudor inh	HP1b chromo inh	BAZ2B block	GLS inhibitor	Pol iota inh	PGK inhibitor	BLM helicase inh	G9a inh	Pin1 inhibitor
COC(=O)Nc1ccc([N+](=O)[O-])cc1OC	-11%	23%	12%	4%	18%	-4%	4%	14%	-8%
Cc1ccccc1NS(=O)(=O)c1ccc(C(=O)N2CCCCCC2)cc1	-5%	8%	-1%	9%	-8%	-7%	nt	-1%	-4%
CC1(C(=O)N2CCN(C(=O)c3ccco3)CC2)CC1(Br)Br (configuration not stated)	5%	29%	2%	-3%	0%	-2%	2%	39%[activator]	-7%
Cc1ccc(-c2nc(CSc3nc4ccccc4c(=O)n3C)cs2)cc1	4%	43%[activator]	12%	7%	8%	-7%	-4%	-11%[59 µM]	0%
O=C(CSc1nc2ccccc2c(=O)n1-c1ccccc1F)Nc1ccc2c(c1)CCC2	-29%	15%	-1%	0%	11%	-8%	-10%	13%[59 µM]	17%
O=C(CSc1nnc(-c2ccccc2F)o1)Nc1ccccc1Cl	-5%	86%[activator]	6%	-5%	27%	nt	0%	25%[59 µM]	-1%
Cc1noc(C)c1S(=O)(=O)N1CCC(C(=O)N2CCC(N3CCCCC3)CC2)CC1	-18%	21%	4%	6%	26%	-8%	0%	-30%	1%
CCOCc1cnc(C)nc1NCC(=O)c1c(C)[nH]c2ccccc12	-14%	-8%	-11%	9%	43%[activator]	-7%	3%	?	4%
CC(=O)c1ccc(-c2c(C3C4C=CCCC4(C)C(=O)N3Cc3ccccc3)ccc3ccccc23)cc1 (configuration not stated)	-28%	4%	nt	nt	19%	nt	-5%	nt	15%
COc1cc(C2c3c(oc4ccccc4c3=O)C(=O)N2Cc2ccco2)ccc1O (configuration not stated)	-12%	5%	?	20%	5%	0%	-5%	39%[0.501 µM]	1%
Cc1ccc(OCCSc2nc3ccccc3n2CC(=O)N2CCOCC2)cc1	-31%	35%	?	4%	-6%	1%	-5%	-17%[59 µM]	-5%
COc1ccc(-c2nnc(SCC(=O)c3ccc(C)o3)o2)cc1	-9%	15%	13%	10%	15%	19%	-10%	14%[59 µM]	-3%
CC(Oc1cc2oc(=O)c3c(c2cc1Cl)CCCC3)C(=O)NCCN1CCOCC1 (configuration not stated)	?	8%	-11%	30%	10%	-6%	4%	22%	0%
Cc1ccc(C)c(Cn2c3ccccc3c3cnn(CC(=O)NCc4ccccc4)c(=O)c32)c1	-9%	30%	0%	2%	-2%	-1%	-1%	-6%[59 µM]	4%
CCOC(=O)c1c(NC(=O)CSc2ccccc2C(=O)O)sc(C)c1C	-30%	-1%	50µM*	17%	125%[activator]	-3%	5%	-38%	?

2 entries drawn at random from the list so far, as already listed:
SMILES	JMJD2A Tudor inh	HP1b chromo inh	BAZ2B block	GLS inhibitor	Pol iota inh	PGK inhibitor	BLM helicase inh	G9a inh	Pin1 inhibitor
Cc1ccc(OCCSc2nc3ccccc3n2CC(=O)N2CCOCC2)cc1	-31%	35%	?	4%	-6%	1%	-5%	-17%[59 µM]	-5%
COc1cc(C2c3c(oc4ccccc4c3=O)C(=O)N2Cc2ccco2)ccc1O (configuration not stated)	-12%	5%	?	20%	5%	0%	-5%	39%[0.501 µM]	1%

Further records.
SMILES	JMJD2A Tudor inh	HP1b chromo inh	BAZ2B block	GLS inhibitor	Pol iota inh	PGK inhibitor	BLM helicase inh	G9a inh	Pin1 inhibitor
CCN(c1cc(C)cc(C)c1)S(=O)(=O)c1nnc(NC(=O)c2ccco2)s1	-30%&-25%	-8%&5%	-26%&-12%	0%&2%	-5%&5%	i	-4%&-6%	-50%	-3%&10%
CCOC(=O)c1cc(NC(=O)c2cccs2)ccc1N1CCOCC1	0%	20%	2%	-4%	107%[activator]	-1%	-5%	nt	0%
CCOc1cc(-c2nc3n(c(=O)c2C#N)CCS3)ccc1O	-1%	36%	1%	23%	0%	-1%	-5%	3%	-1%
Cc1ccc(-n2c(SCC(=O)Nc3ccc4c5c(cccc35)CC4)nc(O)cc2=O)cc1	-34%	34%	-13%	4%	-28%	-4%	?	13%[59 µM]	4%
O=C(CSC(=S)N1CCCC1)NCCc1ccccc1	-13%	60%[activator]	1%	2%	-14%	i	nt	8%[0.501 µM]	3%
O=C(/C=C/c1ccc(Cl)c(Cl)c1)N1CCc2ccccc21	-5%	11%	-2%	-7%	-13%	-23%	1%	16%	-10%
Cc1cc(Br)ccc1SCC(=O)OCC(=O)NC1CC1	-22%	30%	79µM*	-3%	20%	-2%	0%	79µM*	11%
COC(=O)c1ccc2c(c1)N(CC(=O)Nc1ccc(C)cc1Cl)C(=O)c1ccccc1S2	-22%	12%[57 µM]	0%	-16%	39%[activator]	-4%	-5%	2%[59 µM]	?
COC(=O)c1ccc(C2Nc3c(C)cccc3-c3cc(C)nn32)cc1 (configuration not stated)	-20%	20%	-22%	9%	-14%	-8%	-4%	1%[59 µM]	1%
CN(C)c1ccc(/C=N/NC(=O)C[n+]2ccccc2)cc1	-12%	-3%	nt	38%[activator]	7%	7%	nt	nt	4%
Cc1ccc(Nc2ccc(N3CCN(C(=O)c4ccc([N+](=O)[O-])cc4)CC3)nn2)cc1	-21%	13%	-22%	1%	25%	i	0%	-26%[59 µM]	-3%
O=C(N/N=C/c1ccccn1)c1cc(-c2ccncc2)nc2ccccc12	-1%	40%	79µM*	-9%	-9%	-10%	2%	-4%[59 µM]	-7%
COc1cccc(CN2CCN(C3CCOCC3)CC2CCO)c1 (configuration not stated)	-12%	9%	-1%	-1%	6%	3%	0%	7%	6%
COc1ccc2nc(N3C(=O)CC(Cc4ccc(C)cc4)C3=O)sc2c1 (configuration not stated)	-26%	28%	0%	2%	136%[activator]	-1%	-5%	-1%	-1%
CC(C)Cn1nc(C(=O)Nc2cccc(C(=O)NC3CC3)c2)c2ccccc2c1=O	-12%	5%	5%	11%	23%	4%	nt	9%[2.33 µM]	-9%
CCN(CC(=O)NCc1ccc(Cl)cc1)C(=O)CSc1ccccc1	5%	31%	10%	-4%	27%	-2%	nt	-2%[12.7 µM]	-9%
Cc1nn2cc(-c3cccc(Cl)c3)cnc2c1Cl	-18%	42%[activator]	-13%	6%	186%[activator]	-3%	-2%	8%	-1%
CC(OC(=O)c1cccc(S(=O)(=O)N(C)C)c1)C(=O)NCC(=O)Nc1ccc(F)c(F)c1F (configuration not stated)	-17%	-24%	nt	8%	-1%	-3%	nt	nt	-3%
CCN1CCN(C(=O)c2ccc(CS(=O)Cc3ccc(C)cc3)o2)CC1 (configuration not stated)	-4%	57%[activator]	-12%	3%	-19%	-3%	1%	-8%	0%
Cc1ccc(CNC(=O)CCCn2c(=O)[nH]c3ccccc3c2=O)cc1	-22%	44%[activator]	5%	18%	14%	-2%	-3%	-7%[59 µM]	1%
CCCCNC(=O)CCn1c(=O)c2ccccc2n(Cc2ccc(F)cc2)c1=O	-5%	18%	0%	-2%	21%	-3%	-11%	12%[59 µM]	-12%
NC(=O)c1cc[n+](CC2=C(C(=O)O)N3C(=O)[C@@H](NC(=O)C(c4ccccc4)S(=O)(=O)[O-])[C@H]3SC2)cc1 (some centres not stated)	1.1µM*	?	2%	0.79µM*	0.79µM*	1.1µM*	4%	-13%	?
O=C(NCc1cccc(Cl)c1)c1ccc(-c2csnn2)cc1	-7%	33%	1%	5%	11%	5%	-2%	nt	8%
CCOC(=O)CNC(=O)CSc1nc2nc(C)c(Br)cc2[nH]1	-2%	44%[activator]	3%	0%	-12%	i	-1%	35µM*	40%[activator]
C/C(CC(=O)Nc1ccc2c(c1)OCCO2)=N\NC(=O)Cc1ccc(Cl)cc1	-16%	32%	-17%	-5%	117%[activator]	-3%	-5%	7%	-9%
O=C(CSc1nnc(-c2ccncc2)n1Cc1ccccc1)NC1CCCc2ccccc21 (configuration not stated)	1%	36%	-2%	-7%	19%	-1%	4%	-45%[59 µM]	-2%
O=C(Cn1c(=O)n(CCCS(=O)(=O)C2CCCCC2)c(=O)c2ccccc21)Nc1ccc(F)c(Cl)c1	0%	33%	3%	1%	1%	-8%	-3%	2%[59 µM]	3%
Cc1c(OC(=O)c2ccc([N+](=O)[O-])cc2)c2c(c[n+]1C)COC(C)(C)OC2	50µM*	-3%	?	-13%	8%	2%	-2%	nt	?
Cc1ccc(S(=O)(=O)N(C)CC(=O)Nc2ccccc2)cc1	-16%	9%	-2%	6%	1%	-6%	-5%	12%	5%
CCOC(=O)N1CCN(C(=O)c2cn(CCOC)c(=O)c3c2c2ccccc2n3C)CC1	-9%	22%	1%	2%	9%	6%	-4%	-29%	-5%
O=C(CCCN1C(=O)/C(=C/c2ccccc2Cl)SC1=S)N1CCCC1	14µM*	?	14µM*	4%	2%	-11%	-8%	-6%[12.7 µM]	53%[activator]
CC(C)NC(=O)CCc1nc2cccnc2n1-c1ccccc1	-22%	-10%	-4%	-11%	-16%	-4%	-10%	7%	1%
COc1cccc(CNC(=O)CN(c2ccc(C(C)C)cc2)S(=O)(=O)c2c(C)n[nH]c2C)c1	-28%	26%	nt	-3%	11%	9%	-6%	12%[59 µM]	11%
COc1cc2c(cc1OC)C(SC)=NC(C)(C)C2	4%	35%[activator]	2%	-17%	-17%	-13%	3%	-11%[59 µM]	0%
CCc1ccc(-c2nn(-c3ccccc3)cc2C2SCC(=O)N2Cc2ccco2)cc1 (configuration not stated)	-27%	?	?	11%	6%	3%	-11%	-10%	?
Cc1ccc(C)c(NS(=O)(=O)c2ccc3c4c(cccc24)C(=O)N3)c1	-31%	13%	1%	-4%	?	i	-2%	-40%[59 µM]	0%
CCOc1cc(NC(=S)NCC2CCCO2)c(OCC)cc1NC(=O)c1cccc(C)c1 (configuration not stated)	?	?	-31%	-2%	8%	-7%	-8%	13%	5%
C[n+]1ccc(/C=C/c2cccs2)cc1	-15%	21%	-23%	-5%	2%	2%	-1%	-37%[59 µM]	-8%
CC(=O)Nc1ccc(S(=O)(=O)N2CCN(C(=O)N3CCCCCC3)CC2)cc1	4%	35%	8%	0%	15%	-4%	-1%	-7%[59 µM]	-2%
COCCCNC(=O)c1sc2ncccc2c1-n1cccc1	-4%	24%[57 µM]	-2%	-6%	39%[activator]	-8%	0%	-4%[59 µM]	0%
